Bioassay records (PubChem BioAssay)
SUMO Mot1 rescue: inhibitors of SUMOylation pathway: yeast Mot1-301 growth rescue; S. cerevisiae Mot1-301 growth rescue, ATP luminescence, 38.5C; percent above DMSO median, 100 means doubled; growth rescue, % at 18.8 µM; 320,000 tested, 1% active; AID 2716;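 active = every valid replicate shows activation above 250% relative to neutral control wells; inactive = the rest, any valid replicate at or below 250%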;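 note: OY570 slx delta 5 strain wells were the positive control but not used for scaling; some compounds called inactive have numbers as strong as hits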
AddAB inh: less growth of phage-infected E. coli with AddAB; E. coli expressing H. pylori AddAB, absorbance growth; inhibition, % at 11.9 µM; 330,000 tested, 0.29% active; AID 435030; in the data active = inhibition above about 12%;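 note: 0% = vehicle wells of infected cells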
phage Ecoli inh: E. coli growth loss with phage present; growth absorbance; inhibition, % at 11.9 µM; 360,000 tested, 0.26% active; in the data active = inhibition above about 11%
OPRM1-OPRD1 inv: inverse agonist of human OPRM1-OPRD1 heterodimerization. P35372+P41143. cell-based MOR-DOR heterodimer luminescence, inverse agonism. inhibition, % at 9.3 µM. 340,000 tested, 0.21% active; in the data active = inhibition above about 22%, passing the limit was not always enough;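 note: 0% = cells with DMSO and 100% = wells without cells with DMSO; values of inactives mirror those of a sister screen read the other way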
DSG3 Ab inh: inhibitors of pemphigus antibody binding to human desmoglein-3 | P32926 | DSG3-coupled beads, scFv-anti-DSG3-GFP binding, flow cytometry; stronger effect = lower value | binding (percent of control), % at 10 µM | 310,000 tested, 0.48% active | AID 588358;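 active = binding more than 3 SD below its plate's average and above zero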;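 note: hits lower antibody fragment binding to DSG3; some compounds called inactive have numbers as strong as hits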
Target sequence (P32926 whole entry, looked up, the tested form may be a part): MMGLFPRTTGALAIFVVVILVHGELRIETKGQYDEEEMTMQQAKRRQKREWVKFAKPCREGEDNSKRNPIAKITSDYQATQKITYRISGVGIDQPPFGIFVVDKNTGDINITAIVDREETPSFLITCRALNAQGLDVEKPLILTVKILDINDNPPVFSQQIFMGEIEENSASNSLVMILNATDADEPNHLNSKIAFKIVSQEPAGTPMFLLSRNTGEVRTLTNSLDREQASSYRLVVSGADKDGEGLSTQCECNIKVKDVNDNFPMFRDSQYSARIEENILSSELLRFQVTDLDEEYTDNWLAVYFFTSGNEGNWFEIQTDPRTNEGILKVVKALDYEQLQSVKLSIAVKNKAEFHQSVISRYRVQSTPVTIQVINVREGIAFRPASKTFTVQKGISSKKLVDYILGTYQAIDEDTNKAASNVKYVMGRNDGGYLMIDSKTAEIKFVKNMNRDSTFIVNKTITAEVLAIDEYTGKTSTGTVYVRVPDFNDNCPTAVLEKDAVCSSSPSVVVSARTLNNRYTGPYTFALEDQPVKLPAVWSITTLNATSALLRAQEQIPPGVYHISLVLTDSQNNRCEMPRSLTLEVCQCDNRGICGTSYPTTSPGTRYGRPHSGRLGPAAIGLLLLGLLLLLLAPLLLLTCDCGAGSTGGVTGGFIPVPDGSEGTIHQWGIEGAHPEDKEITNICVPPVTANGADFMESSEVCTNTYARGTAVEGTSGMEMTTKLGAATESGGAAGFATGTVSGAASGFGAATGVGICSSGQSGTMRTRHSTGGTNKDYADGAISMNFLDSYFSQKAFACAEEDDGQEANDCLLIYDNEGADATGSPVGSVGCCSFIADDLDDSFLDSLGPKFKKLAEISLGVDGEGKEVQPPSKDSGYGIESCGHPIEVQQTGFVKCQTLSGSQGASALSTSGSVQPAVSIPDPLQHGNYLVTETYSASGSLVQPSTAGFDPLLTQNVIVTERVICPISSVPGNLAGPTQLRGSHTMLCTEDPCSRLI
HTR5A ag: counter-screen for OPRM1-OPRD1 agonists: human HTR5A agonism; 340,000 tested, 0.61% active; HTR5A agonist assay, luminescence, cell-based; activation, % at 9.3 µM; AID 504692; in the data active = activation mostly above about 9.5%, no sharp cut-off; inactive = mostly below about 7.6%;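 note: 0% = cells with vehicle only and 100% = reference agonist; strong numbers were not always called active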
E coli growth: counter-screen for AddAB inhibitors: E. coli growth inhibition; 330,000 tested, 0.27% active; E. coli V3065 growth, OD600 absorbance, 18 h; inhibition, % at 11.9 µM;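 active = inhibition above the campaign's mean inhibition across all tested compounds plus 3 SD, cut at about 9.9% in these data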;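 note: uninfected addAB+ strain grown without phage in ampicillin broth; 0% = DMSO wells and 100% = ciprofloxacin 0.95 µg/ml wells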
OPRM1-OPRD1 ag: OPRM1-OPRD1 heterodimerization agonism; cells, luminescence; activation, % at 9.3 µM; P35372+P41143; AID 504326; 340,000 tested, 0.3% active; in the data active = activation above about 18%;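 note: 0% = vehicle-treated cells and 100% = reference agonist; values of inactives mirror those of a sister screen read the other way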
PfHsp90 set2: reduces growth (ATP signal) of yeast expressing P. falciparum Hsp90. S. cerevisiae expressing PfHsp90, BacTiter-Glo ATP, 48 h; yeast lacking PDR1 and PDR3 efflux regulators. inhibition, % at 9.4 µM. 310,000 tested, 0.32% active. AID 504621;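 active = every replicate shows inhibition above about 80%, whatever the replicate mean, limit read from the data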;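 note: 0% = DMSO neutral controls and 100% = 20 µM radicicol positive controls; yeast relying on Plasmodium falciparum Hsp90 in place of its own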
HTR5A inv ag: counter-screen for OPRM1-OPRD1 inverse agonists: human HTR5A inverse agonism; P47898; HTR5A cell line, luminescence; inhibition, % at 9.3 µM; 340,000 tested, 0.083% active; AID 504634; in the data active = inhibition mostly above about 23%, no sharp cut-off; inactive = mostly below about 18%;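 note: 0% = cells with DMSO and 100% = no-cell wells with DMSO; some compounds called inactive have numbers as strong as hits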
PKA-R1A act: PKA-R1A complex activation; AID 504707; P00514+P68181; 340,000 tested, 0.083% active; PKA-R1A dissociation, Cy5-IP20 fluorescence polarization; scaled: DMSO 0%, 113 µM cGMP 100%; activation, % at 11.4 µM;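 active = percent activation above the mean of all tested compounds plus 3 SD, cut at about 19% in these data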;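 note: higher means more PKAc released from R1A so a rise in polarization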
* marks the source's active call; other numbers are inactive results; i = inactive; nt = no result given; & = joins results of further samples.

SMILES	OPRM1-OPRD1 inv	SUMO Mot1 rescue	AddAB inh	OPRM1-OPRD1 ag	PKA-R1A act	DSG3 Ab inh	HTR5A ag	HTR5A inv ag	phage Ecoli inh	E coli growth	PfHsp90 set2
COc1ccc(OC)c(C2C(C(=O)Nc3ccccc3OC)=C(C)Nc3nc(CCCO)nn32)c1 (configuration not stated)	14	-7	9.4	-2.8	-8	109	0	0	0.5	1.1	7
COC(=O)CCC(=O)OC1(C)C(=O)C=C2C=C(C3CC3)N(CCc3c[nH]c4ccccc34)C=C2C1=O (configuration not stated)	-23	1	2.9	3.9	-4	102	2	-5	1.1	2.0	-5
COc1ccc(OC)c(NC(=O)CSc2nncc3ccccc23)c1	-11	232	5.7	2.7	6	110	-1	4	-2.0	1.0	-2
CC(C)(C)NC[C@H](O)COc1nsnc1N1CCOCC1	8&4&7	6&16	-3.5&-0.9	-1.4&-0.7&-1.2	5&4&-13	100&98&122	1&0&3	-5&-19&-4	4.5&4.7&4.7	-1.3&-2.8	-10&10&12
CC(C)Cn1c(SCC(=O)N2CCOCC2)nc2ccccc2c1=O	14	nt	0.4	-3.6	0	nt	-1	-1	3.1	0.5	-8
O=C1NCC(COCC2CC=CCC2)O1 (configuration not stated)	10	6	1.7	-2.1	-4	101	1	7	1.4	-0.2	-6
CC(C)C[C@H](NC(=O)Nc1ccc(Oc2ccccc2)cc1)C(=O)O	8	-5	3.4	-1.5	7	112	3	-8	1.2	0.9	8
CC1Cc2ccccc2N1C(=O)CCS(=O)(=O)c1cccs1 (configuration not stated)	-24	2	2.1	4.2	3	nt	5	-29	-0.1	1.2	nt
CCCCNC(=O)c1ccc(N2CCC3(CC2)OCCO3)c([N+](=O)[O-])c1	15	6	1.9	-2.9	-16	103	-4	4	2.3	1.0	6
CCOC(=O)C1CCCN(C(=O)c2ccc(Cl)c(S(=O)(=O)N3CCc4ccccc43)c2)C1 (configuration not stated)	-4	nt	nt	0.7	-8	107	-2	6	0.8	nt	35
On1c(-c2ccccc2Cl)nc2ncccc21	5	498*	-0.7	-1.1	-6	119	0	0	1.9	-1.7	-20
Cc1ccc(-c2nc(C)sc2CC(=O)NCc2ccco2)cc1	5	nt	nt	-0.8	-5	nt	-1	-3	3.0	nt	42
CCOc1cc2c(C#N)c(N(CC)CC)nc(N)c2c(N)n1	-10	12	3.6	1.6	-4	111	2	-9	-1.2	1.2	9
COC(=O)c1c(N)sc(C(=O)N2CCOCC2)c1C	14	7	-2.4	-2.5	-4	111	0	-19	3.1	-0.5	17
CC(C)S(=O)(=O)C/C(N)=N/OS(=O)(=O)c1ccc(Cl)cc1	16	-5	-0.4	-3.2	-9	110	1	-9	2.4	-0.2	3
CCn1c(=O)c(=O)[nH]c2cc(C(=O)NCC3CCCCC3)ccc21	12	-10	1.7	-2.7	2	105	2	27	4.7	-0.2	7
COc1cccc(NC(=O)CSCc2cc(=O)n3nc(C4CC4)sc3n2)c1	20	-3	5.9	-4.0	-8	98	-3	1	1.1	0.2	-1
CCOc1ccccc1NC(=O)C(CC(C)C)NC(=O)C1CCC(C)CC1 (configuration not stated)	-6	15	-0.3	1.1	-9	102	3	3	-0.1	-1.8	-44
CCC(CC)N1CCN(CCc2ccccc2)C(CCO)C1 (configuration not stated)	2	10	1.4	-0.4	-2	99	-14	-3	2.5	-1.1	-9
CCn1cc2nc(SCC(=O)Nc3ccc(OC)c(OC)c3)n(Cc3ccc(OC)cc3)c(=O)c2n1	7	6	0.4	-1.1	0	98	0	11	1.6	-0.8	9
CC(=O)Nc1ccc(S(=O)(=O)N2CCN3CCCC3C2)cc1 (configuration not stated)	-5	2	0.8	0.9	3	106	0	1	0.5	-2.2	7
CCN1CCCc2cc(CN(CCN3CCOCC3)C(=S)Nc3ccccc3OC)ccc21	8	12	0.0	-1.4	7	100	0	1	-3.7	-0.1	-23
Cc1cc(C)nc(SCc2nnc(SCC(=O)Nc3c(C)cccc3C)o2)n1	10	1	-1.2	-1.8	-9	101	7	-18	2.1	-3.2	29
CCOC(=O)C1=C(NC#N)OC(C)=C(C)C1c1ccc(O)cc1 (configuration not stated)	15	33	2.5	-3.7	-2	107	10	21	4.0	0.4	0
CN(C)CCCN(C(=O)c1ccc(S(=O)(=O)N2CCCc3ccccc32)cc1)c1nc2ccc(F)cc2s1	i	-16	-0.3	268*	2	nt	2	-6	2.0	-0.5	nt
Cc1cc(C)n2nc(C(=O)NCc3ccccc3)nc2n1	6	7	3.7	-1.0	-2	99	-5	-10	4.6	0.8	-14
CCC(C)N(C(=O)C(F)(F)F)C(C(=O)NC1CCCCC1)c1ccncc1 (configuration not stated)	9	-24	2.8	-1.6	7	105	0	-11	2.6	0.7	nt
O=C(C[C@H]1C/C=C\C[C@@H](Cc2ccc(F)cc2)C(=O)O[C@@H](c2ccccc2)CNC1=O)N[C@@H](CO)Cc1ccccc1	5	2	-0.9	-0.8	2	101	7	-19	3.3	-1.4	-5
CCc1ccc(NC(=O)CSc2n[nH]c(C)c2[N+](=O)[O-])cc1	0	14	6.6	-0.1	-9	86	-1	6	8.1	5.4	-16
Cc1ccc(C)c(OCC(O)CN2CCN(CCN3C(=O)c4cccc5cccc(c45)C3=O)CC2)c1 (configuration not stated)	-13	23	4.1	2.5	15	106	6	4	2.0	-0.5	18
COc1ccc(N2CCN(C(CNC(=O)c3ccc4c(c3)OCO4)c3ccco3)CC2)cc1 (configuration not stated)	12	-32	-0.3	-2.4	1	102	1	-3	1.8	0.6	-3
COc1ccccc1-c1c(C)nn2c(-c3ccccc3)cc(C)nc12	-15	11	0.8	2.8	-7	104	5	0	0.6	1.4	-8

Rewritten as labelled records: entries from further up.
> COc1ccccc1-c1c(C)nn2c(-c3ccccc3)cc(C)nc12
  OPRM1-OPRD1 inv = -15 | SUMO Mot1 rescue = 11 | AddAB inh = 0.8 | OPRM1-OPRD1 ag = 2.8 | PKA-R1A act = -7 | DSG3 Ab inh = 104 | HTR5A ag = 5 | HTR5A inv ag = 0 | phage Ecoli inh = 0.6 | E coli growth = 1.4 | PfHsp90 set2 = -8
> CN(C)CCCN(C(=O)c1ccc(S(=O)(=O)N2CCCc3ccccc32)cc1)c1nc2ccc(F)cc2s1
  OPRM1-OPRD1 inv = i | SUMO Mot1 rescue = -16 | AddAB inh = -0.3 | OPRM1-OPRD1 ag = 268* | PKA-R1A act = 2 | DSG3 Ab inh = nt | HTR5A ag = 2 | HTR5A inv ag = -6 | phage Ecoli inh = 2.0 | E coli growth = -0.5 | PfHsp90 set2 = nt

(next part)
SMILES	OPRM1-OPRD1 inv	SUMO Mot1 rescue	AddAB inh	OPRM1-OPRD1 ag	PKA-R1A act	DSG3 Ab inh	HTR5A ag	HTR5A inv ag	phage Ecoli inh	E coli growth	PfHsp90 set2
CS(=O)(=O)N1CCN(C(=O)Nc2ccccc2)CC1	15	112	5.0	-2.7	6	89	0	1	3.1	0.7	15
Cc1cc([N+](=O)[O-])cc2c1NCC1CC=CC21 (configuration not stated)	2	2	-2.2	-0.4	-7	106	-2	4	4.7	1.1	3
CCOC(=O)N1CCC2(CC1)C(C#N)=C(N)Oc1c2sc2nc(C)cc(C)c12	-4	-12	3.4	0.7	-3	97	-6	2	1.3	-2.4	-36
CCn1c(SCC(O)c2ccccc2)nnc1-c1ccccc1 (configuration not stated)	1	99	0.3	-0.2	-2	nt	12	4	1.1	-2.6	18
COc1ccc(COC(=O)CCS(=O)(=O)c2ccc(C)cc2)cc1F	-4	7	-0.3	0.8	-10	121	-2	5	0.0	2.3	-35
CCn1ncc(C2=NOC(C(=O)Nc3ccc4c(c3)OCO4)C2)c1C (configuration not stated)	-23	398	-0.1	4.2	7	105	2	1	2.2	-3.0	2
Cc1nnsc1C(=O)Nc1ccccc1	-6	-10	2.4	1.0	-1	98	6	0	5.0	0.0	0
COc1cc(NC(=O)Cc2c(C(=O)O)n(C)c3ccccc23)cc(OC)c1OC	13	-15	1.3	-2.5	5	99	0	-3	2.5	1.4	2
CCC(C)NC(=O)c1cc(CC(C)C)on1 (configuration not stated)	14	-3	-1.2	-2.5	-7	99	0	-13	2.5	-0.4	-6
c1ccc(C2Nc3ccccc3-c3nc4ccccc4n32)nc1 (configuration not stated)	5	256	2.1	-0.9	-6	nt	-1	13	0.5	-2.4	-5
COc1ccc(NC(=O)COC(=O)C2CC(=O)N(CCc3ccc(OC)c(OC)c3)C2)cc1Cl (configuration not stated)	1	-10	0.9	-0.2	1	nt	-4	9	1.9	-2.6	-10
Brc1ccc(/C=N/N2CCN(C3c4ccccc4-c4ccccc43)CC2)s1	8	19	5.2	-1.7	6	111	-5	11	2.5	0.9	nt
COC/C=C/C1=CC2=CC(=O)C(C)(OC(=O)c3cnc4ccccc4n3)C(=O)C2=CN1CCCCO (configuration not stated)	-14	-5	3.1	3.1	2	101	2	17	1.8	1.5	14
CCCCCC1=NN2C(=O)CC(=O)N=C2S1	2	-1	-1.4	-0.3	5	99	1	-2	1.1	0.1	20
O=C(CSc1ccc(-c2cccs2)nn1)N1CCCCCC1	4	42	-0.9	-0.8	5	108	6	5	2.4	-0.3	1
CC1CC(C)CN(S(=O)(=O)N2CCCC(C(=O)NCCc3ccccc3)C2)C1 (configuration not stated)	-7	-26	-0.1	1.4	4	97	-1	5	0.3	-0.3	14
CCC(=O)NC(c1ccc(N(C)C)cc1)c1c(O)ccc2ccccc12 (configuration not stated)	10	22	-0.7	-1.9	-2	96	-4	12	4.2	1.1	-1
COc1ccc(NC(=O)N(C)C[C@H]2Oc3ccc(NS(=O)(=O)c4ccccc4)cc3C(=O)N([C@H](C)CO)C[C@@H]2C)cc1	-18	nt	nt	3.2	-11	108	1	-19	2.3	nt	7
CCCc1nnc2n1N=C(c1ccc([N+](=O)[O-])cc1)CS2	-13	2	-0.2	2.4	-1	109	5	7	-1.2	1.2	-2
COc1ccc(OC)c(S(=O)(=O)NCC(c2ccco2)S(=O)(=O)c2ccccc2)c1 (configuration not stated)	0	-10	3.3	0.1	-9	112	4	-11	3.7	-1.2	nt
CCOC(=O)Cn1c(-c2ccccc2)cc(SC)c(C#N)c1=O	13	-5	-3.9	-3.0	2	87	-1	4	2.7	-0.7	3
CCOc1ccc(CNc2ccc(N3CCOCC3)c(C(=O)O)c2)cc1	-10	-11	2.4	1.7	6	99	-1	9	4.1	2.0	-15
Cn1cccc1/C=C1\CCC/C(=C\c2cccn2C)C1=O	-3	-17	0.6	0.6	-8	80	-1	-25	-0.2	-1.5	nt
COc1ccc2nc(NC(=O)CSc3nnc(N)s3)sc2c1	11	57	0.2	-2.2	-19	80	2	3	2.3	-1.9	-19
CC(C)(C)c1ccccc1OCC(=O)NCc1ccccc1	-30	-4	-0.2	6.1	-2	128	-2	8	1.7	-1.5	1
N#C/C(=C(/O)CCCl)c1ccccn1	17	-4	-0.2	-2.7	2	87	3	2	1.2	-2.1	nt
O=C(Nc1cccc(/C=C/c2ccccn2)c1)c1ccc(-n2cncn2)c([N+](=O)[O-])c1	-19	-5	2.8	2.9	-14	103	2	-6	3.3	2.5	21
